Fluorescein autfl: qHTS Assay for Spectroscopic Profiling in Fluorescein Spectral Region; Compound autofluorescence, 480/540 nm, fluorescein-equivalent; active compounds read high; max fluorescein-equivalent concentration, M; actives 0.91% (n = 59,000); AID 593, 2007; in the data active means max fluorescein-equivalent concentration above about 10 nM; inconclusive means between about 1.1 nM and that limit
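Tris 100 mM pH 8.0; 15 min RT; CCD read, ex 480/em 540 nm. Output: fluorescein-equivalent concentration per compound concentration, from six-point dye series on each plate.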
HADH2 inhib: qHTS Assay for Inhibitors of HADH2 (Hydroxyacyl-Coenzyme A Dehydrogenase, Type II); 3-hydroxyacyl-CoA dehydrogenase type-2 (Homo sapiens), Q99714; recombinant HADH2, NADH fluorescence, beta-hydroxybutyryl-CoA; Potency, µM (doses to about 57.1 µM), inactives show at the highest dose activity change, negative = inhibition, most hits filed as inhibitors; actives 3.4% (n = 73,000); further: potency means the concentration at half of the fitted maximal effect; on the % scale 0 is the no-effect control and ±100 the full control effect; nearly all actives have a fitted effect of over 60% in size; many of its hits are not listed in these tables
Target sequence (Q99714 whole entry, looked up, one chain of several): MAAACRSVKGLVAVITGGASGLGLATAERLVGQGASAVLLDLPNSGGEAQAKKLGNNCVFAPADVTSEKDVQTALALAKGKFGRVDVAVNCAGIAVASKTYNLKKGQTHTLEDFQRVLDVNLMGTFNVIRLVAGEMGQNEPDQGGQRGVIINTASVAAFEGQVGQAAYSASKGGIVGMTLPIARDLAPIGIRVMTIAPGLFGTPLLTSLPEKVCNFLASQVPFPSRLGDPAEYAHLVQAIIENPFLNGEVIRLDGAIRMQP
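Activity measured as NADH fluorescence gain (360/450 nm), taken as the change between first and last reads of a 4-min kinetic run. Conditions: pH 9.0 Tris buffer, 20 nM E. coli-expressed His-tagged enzyme, 1 mM NAD+, 90 uM beta-hydroxybutyryl-CoA; 15-min compound preincubation.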
HEK293 cAMP ctrl: qHTS Assay for Agonists of the Thyroid Stimulating Hormone Receptor: Activators of Intracellular cAMP Concentrations in Parental HEK 293; Potency, µM (series often up to 57.1 µM), inactives show at the top dose activation, most hits filed as activators; actives 2.5% (n = 73,000); parental HEK293 CNG cAMP sensor, membrane potential fluorescence; further: potency means the concentration at half of the fitted maximal effect; % of control where 0% means no effect; nearly all actives have a fitted effect of over 55% in size
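Parental HEK 293 cells stably expressing a modified CNG channel (no TSHR) report cAMP rise as membrane depolarization. Membrane potential dye with 100 uM RO 20-1724 was loaded for 60 min at room temperature, then compound added for 30 min; fluorescence read at 590 nm.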
USP2a inhib: qHTS Assay for Inhibitors of Ubiquitin-specific Protease USP2a; Ubiquitin carboxyl-terminal hydrolase 2 (Homo sapiens), O75604; USP2a enzymatic assay, qHTS inhibition; Potency, µM (titrated, usually from 38.3 µM), for the others: top-dose activity change, negative = inhibition, actives largely listed as inhibitors; actives 0.1% (n = 60,000);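 further: potency means the concentration at half of the fitted maximal effect; nearly all actives have a fitted effect of over 60% in size; plate controls were DMSO for no effect and NEM full inhibition control for full effect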
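USP2 core (20 nM final) was preincubated with compound for 30 min at RT in 20 mM Tris-HCl pH 8.0, 2 mM CaCl2, 2 mM beta-mercaptoethanol; Ub-PLA2 (20 nM) plus NBD C6-HPC (20 uM) then added, fluorescence read after 2.5 h.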
Luciferase inh: qHTS Assay for Inhibitors of Firefly Luciferase; purified firefly luciferase, luminescence, 8 min; Potency, µM (series often up to 57.1 µM), for inactives: top-dose activity change, negative = inhibition, actives largely listed as inhibitors; actives 2.2% (n = 72,000); AID 411, 2009; further: potency means the concentration at half of the fitted maximal effect; on the % scale 0 is the no-effect control and ±100 the full control effect; nearly all actives have a fitted effect of over 40% in size
Target sequence (P08659 whole entry, looked up): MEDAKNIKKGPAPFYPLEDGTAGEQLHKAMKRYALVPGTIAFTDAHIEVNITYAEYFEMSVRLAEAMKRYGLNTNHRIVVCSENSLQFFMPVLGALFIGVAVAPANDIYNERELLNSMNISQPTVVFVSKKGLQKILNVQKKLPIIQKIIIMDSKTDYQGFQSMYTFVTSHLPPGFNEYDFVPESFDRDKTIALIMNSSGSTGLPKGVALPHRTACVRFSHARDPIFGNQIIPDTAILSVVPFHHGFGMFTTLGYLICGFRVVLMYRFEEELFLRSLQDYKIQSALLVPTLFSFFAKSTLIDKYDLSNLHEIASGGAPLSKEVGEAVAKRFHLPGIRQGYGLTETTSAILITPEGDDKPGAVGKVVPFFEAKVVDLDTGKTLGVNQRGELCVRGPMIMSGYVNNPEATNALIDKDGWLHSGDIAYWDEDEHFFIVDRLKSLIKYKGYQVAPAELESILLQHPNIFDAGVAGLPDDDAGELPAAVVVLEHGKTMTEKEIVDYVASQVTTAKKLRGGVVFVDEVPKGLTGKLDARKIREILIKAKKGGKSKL
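Here, luciferase activity is measured as luminescence following an 8 min room-temperature reaction at 10 uM ATP, pH 7.2. Every library sample is titrated.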
Tau fil binding: qHTS Assay for Tau Filament Binding; Potency, µM (top dose mostly 57.1 µM), without a hit: top-dose activity change, negative = inhibition; AID 596, 2007; recombinant tau filaments, thioflavin S fluorescence, 15 h; filaments grown with octadecylsulfate alongside compound; actives 2% (n = 71,000);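 further: potency means the concentration at half of the fitted maximal effect; on the % scale 0 is the no-effect control and ±100 the full control effect; actives lower thioflavin S fluorescence by blocking filaments or displacing dye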
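Recombinant tau protein (human, 1 uM final) plus 30 uM ODS in HEPES pH 7.4 with NaCl, DTT and thioflavine S. Compound present from the start; fluorescence at 510 nm after 15 h, 37 C.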
Rhodamine autofl: qHTS Assay for Spectroscopic Profiling in Rhodamine Spectral Region; Rhodamine-region fluorescence, 547/598 nm, Tris buffer; active compounds read high; max dye-equivalent concentration, M; actives 0.05% (n = 59,000); in the data active means max dye-equivalent concentration above about 11 nM; inconclusive means between about 1.1 nM and that limit
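Intrinsic compound fluorescence, ex 547 / em 598 nm, CCD imager. Tris 100 mM pH 8.0; 15 min RT. Output = rhodamine dye-equivalent concentration at each compound concentration.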
TexasRed autofl: qHTS Assay for Spectroscopic Profiling in Texas Red Spectral Region. Compound fluorescence, Texas Red channel, 547/618 nm; active compounds read high. max dye-equivalent concentration, M. actives 0.06% (n = 59,000); in the data active means max dye-equivalent concentration above about 10 nM; inconclusive means between about 1.1 nM and that limit
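Pin-transferred compounds and Texas Red standards go into 100 mM Tris buffer, pH 8.0. After 15 min at room temperature, plates are imaged with 547/618 nm filters. Each value is a dye-equivalent concentration derived from the per-plate dye curve.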
ERK AVP block: qHTS Assay for Inhibitors of the ERK Signaling Pathway using a Homogeneous Screening Assay. HEK293-V1b, vasopressin-stimulated pERK AlphaScreen. Potency, µM (top dose mostly 57.5 µM), for inactives: top-dose activity, negative = inhibition, actives largely listed as inhibitors. actives 0.99% (n = 72,000); further: potency means the concentration at half of the fitted maximal effect; on the % scale 0 is the no-effect control and ±100 the full control effect; nearly all actives have a fitted effect of over 55% in size
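HEK293 cells stably expressing V1b receptor, seeded overnight in 1% FBS, were treated with compounds for 30 min at 37C, then stimulated 5 min with 25 nM vasopressin; phospho-ERK read by AlphaScreen SureFire after lysis.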
Casp1 inh: qHTS Assay for Allosteric/Competitive Inhibitors of Caspase-1; P29466; Caspase-1 enzyme, Ac-WEHD-AFC fluorogenic rate; Potency, µM (highest dose often 57.5 µM), without a hit: at the highest dose activity change, negative = inhibition, hits mostly inhibitors; actives 0.03% (n = 75,000); AID 900, 2007;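 further: potency means the concentration at half of the fitted maximal effect; plate controls were vehicle for no effect and no substrate for full effect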
Target sequence (P29466 120-297 limits assumed): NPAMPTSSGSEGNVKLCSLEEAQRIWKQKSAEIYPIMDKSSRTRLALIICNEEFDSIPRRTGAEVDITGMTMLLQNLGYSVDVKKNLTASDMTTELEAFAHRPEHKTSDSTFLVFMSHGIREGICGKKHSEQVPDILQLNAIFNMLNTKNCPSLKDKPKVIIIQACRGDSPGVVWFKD
Target sequence (P29466 317-404 limits assumed): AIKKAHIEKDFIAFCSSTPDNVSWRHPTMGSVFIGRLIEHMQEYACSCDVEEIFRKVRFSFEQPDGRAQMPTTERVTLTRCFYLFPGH
Casp7 inh: qHTS Assay for Allosteric/Competitive Inhibitors of Caspase-7 | P55210 | recombinant caspase-7, Ac-DEVD-AFC fluorescence rate | Potency, µM (titrated, usually from 57.5 µM), for inactives: at the highest dose activity change, negative = inhibition, hits mostly inhibitors | actives 0.02% (n = 75,000); active means well fitted inhibition curve with a large enough effect in the main read-out, with a control signal flat, not every such curve was filed as active; inconclusive means small, poorly fitted or top-dose-only effect, or a change in a side signal; further: potency means the concentration at half of the fitted maximal effect; % of control where 0% means no effect
Starred values were filed as active, the others as inactive; i = inactive; ? = inconclusive; / = no result given; [ ] = another dose, or the depositor's remark. Unless noted, the call rests on the fitted dose curve; in most records, active means well fitted curve in the direction sought with a large enough effect; inconclusive means small, poorly fitted or top-dose-only effect, or another doubt; inactive means no such curve, though single readings can be large; an effect the other way counts as inactive or inconclusive.

SMILES | Fluorescein autfl | HADH2 inhib | HEK293 cAMP ctrl | USP2a inhib | Luciferase inh | Tau fil binding | Rhodamine autofl | TexasRed autofl | ERK AVP block | Casp1 inh | Casp7 inh
CCN1C(=O)c2ccccc2S(=O)(=O)c2ccc(C(=O)NCc3cccnc3)cc21 | / | 0% | 20% | / | 2% | -9% | / | / | -9% | -4% | 1%
CCOC(=O)C1CCN(C(=O)c2ccc(OCC)c(OCC)c2)CC1 | ? | 4% | -1% | 7% | 2% | 7% | i | i | -18% | 1% | -1%
O=C(c1ccco1)N1CCN(C(=O)c2snc3ccc(Cl)cc23)CC1 | ? | ? | -3% | -7% | -1% | -7% | i | i | -24% | -1% | 1%
Cc1ccc(-c2nnc(CSc3nnc(C)s3)o2)cc1 | ? | -3% | 0% | -4% | 2% | 1% | i | i | -29% | 1% | 7%
COc1ccccc1NC(=O)c1ccccc1SC | ? | ? | 18% | -5% | 2% | 9% | i | i | 2% | 0% | 0%
CC[C@@H](c1ccccc1)n1c(=O)n2n(c1=O)[C@H]1[C@H](O)[C@H]3O[C@@H]3/C(=N/OCC(C)C)[C@@H]1CC2 | / | 7%[11.4 µM] | -2%[11.4 µM] | / | 1%[11.4 µM] | / | / | / | -19%[11.5 µM] | 1%[11.5 µM] | -1%[11.5 µM]
N#Cc1nc(-c2ccc(OCc3ccccc3Cl)cc2)oc1NCCCn1ccnc1 | ? | -2% | -19% | 16% | 0% | 0% | i | ? | -3% | 0% | -1%
C=CCn1c(C)cc(C(=O)COC(=O)COc2ccccc2C#N)c1C | ? | 0% | ? | -3% | ? | 2% | i | i | -15% | -3% | -6%
CC(=O)c1ccc(OCc2ccccc2)c(C)c1O | / | 7%[11.4 µM] | 3%[11.4 µM] | / | / | / | / | / | 18%[11.5 µM] | 2%[11.5 µM] | -1%[11.5 µM]
COc1ccc(N2CCN(C(=O)COc3ccccc3)CC2)cc1 | / | -3%[11.4 µM] | 10%[11.4 µM] | 11%[7.66 µM] | 1% | -12%[11.4 µM] | / | / | ? | -1% | 0%
N#Cc1nc(COc2ccc(-c3ccccc3)cc2)oc1NCc1cccnc1 | ? | -5% | 17% | 33%[activator] | -4% | 221% | i | i | -30% | -4% | -4%
O=C(NC1CCCCC1)C(c1ccccc1)N1CCCC1 (configuration not stated) | i | 6% | 28% | 8% | -1% | -6% | i | i | 16% | 3% | 0%
CC12CCC(=O)N1C(C(=O)Nc1cccc3ccccc13)CS2 (configuration not stated) | i | -1% | 2% | 12% | 0% | 2% | i | i | 24% | 1% | -1%
O=C(CSc1ccc2nnc(-c3ccncc3)n2n1)Nc1ccccc1F | / | 12% | ? | / | -1% | -11% | / | / | / | -4% | 2%
C=C(C)[C@@H]1CC=C(C(=O)O)CC1 | i | -11% | 1% | -3% | -2% | 0% | i | i | 7% | 4% | 1%
COCC(=O)N1CCC2(CC1)CN(Cc1ccccc1OC)C2 | ? | -3% | -2% | 3% | 1%[11.4 µM] | 6% | i | i | 15% | -2% | -1%
COc1ccc(OCCCC(=O)Nc2ccc3c(c2)OCCO3)cc1 | / | -22%[11.4 µM] | 11%[11.4 µM] | 9%[7.66 µM] | -1% | 13%[11.4 µM] | / | / | ? | -1% | 0%
COC(=O)Nc1ccccc1C(=O)N1CCCCC1 | i | -1% | 10% | -2% | 2% | -6% | i | i | 11% | -2% | 3%
CC(C)OCP(=O)(c1ccccc1)c1ccccc1 | / | 3% | 15% | 1% | 2% | 3% | / | / | -23% | -1% | -1%
CCOc1cc2c(cc1OCC)C(c1cc(OC)c(O)c(OC)c1)NCC2 (configuration not stated) | i | 12% | 5% | 11% | 0% | -6% | i | i | ? | ? | -25%
O=C(c1ccc2nc(N3CCCCC3)sc2c1)N1CCN(c2ccccn2)CC1 | / | -5% | 3% | / | -1% | 38% | / | / | -36% | -2% | -3%
CCN1CCN(CC(=O)n2c3c(c4ccccc42)CC(C)CC3)CC1 (configuration not stated) | i | -7% | ? | 17% | -1% | 113% | i | i | -6% | -12% | -13%
COc1ccc(COC(=O)N/N=C2/C[C@@H](O)[C@@H](O)[C@@H]3[C@H]4C(=O)N(c5ccc(F)cc5F)C(=O)[C@@H]4CC[C@@H]23)cc1 | / | 6%[11.4 µM] | -1%[11.4 µM] | / | -1%[11.4 µM] | / | / | / | 7%[11.5 µM] | -4%[11.5 µM] | 3%[11.5 µM]
COc1cc(CC(=O)Nc2nccs2)cc(OC)c1OC | ? | 3% | -6% | -2% | 4% | 9% | i | i | -20% | 1% | 8%
CCC(CC)C(=O)NCCc1cc2ccc(C)cc2[nH]c1=O | / | -2% | 1% | / | -1% | -7% | / | / | / | -5% | 6%
Cc1ccc(C)c(NC(=O)CSc2nnc(-c3ccccc3)o2)c1 | / | 4% | 10% | / | 0% | 13% | / | / | / | -7% | 2%
Cc1c(C(=O)OCC(=O)c2c(N)n(CC(C)C)c(=O)n(C)c2=O)oc2ccccc12 | ? | 25% | ? | 38%[activator] | 2% | 0% | i | i | -7% | -2% | -3%
CCCCS(=O)(=O)c1sc2nc3c(cc2c1N)CCCC3 | ? | -3% | 17% | 0% | 1% | 11% | i | i | ? | -7% | -3%
COC(=O)c1cc(Br)c(=O)n(-c2ccc(C(C)=O)cc2)c1 | i | ? | 4% | -6% | -1% | -8% | i | i | -13% | 2% | 0%
CN(C)CCOC(=O)C1(c2ccccc2)CCOCC1 | i | 21% | ? | -2% | 1% | 2% | i | i | 1% | -1% | 0%
O=C(O)c1cnn(-c2ccccc2)c1-n1cccc1 | / | -8% | 7% | / | 1% | 2% | / | / | / | -3% | 0%
Cn1c(=O)c(-c2cc(F)cc(F)c2)nc2cnc(Nc3ccccc3)nc21 | i | 8% | -4% | 134%[activator] | 0%[11.4 µM] | 6.3µM* | i | i | ? | -7% | -9%
CC(C)c1nnc(N2C(=O)c3oc4ccccc4c(=O)c3C2c2ccco2)s1 (configuration not stated) | i | 28% | -21% | 18% | 1% | 2% | i | i | -3% | -3% | -3%
COc1ccc(-n2c(Cn3nnc4ccccc43)nnc2SCC(=O)O)cc1 | i | 6% | 4% | -6% | 2% | 4% | i | i | 10% | 0% | 0%
Cc1ccc(S(=O)(=O)NC(=O)Nc2cc(C)ccc2F)cc1 | / | 4% | 3% | -1% | 3% | -3% | / | / | 12% | -2% | 0%
O=C(c1cc2nc3c(c(C(F)(F)F)n2n1)CCc1ccccc1-3)N1CCN2CCCC2C1 (configuration not stated) | i | 12% | 14% | -13% | 2% | 13µM* | i | i | 29% | -4% | -3%
COc1ccc(C(=O)N2CCC3(CC2)CN(Cc2ccc(C#N)cc2)C3)cc1 | i | -5% | 11% | 7% | 0%[11.4 µM] | 1% | i | i | 22% | -3% | 1%
Cc1nc(-c2ccccc2)cc(N2CCCC2)n1 | / | 3%[11.4 µM] | 4%[11.4 µM] | 2%[7.66 µM] | 1% | 8%[11.4 µM] | / | / | -13% | -1% | 0%
CCOC(=O)c1cnc(-n2nc(C)cc2C)nc1N(CC)CC | 1.1e-08M* | 0% | 9% | -6% | -9% | 7% | i | i | -10% | -2% | -1%
COc1ccc(NC(=O)c2ccco2)c(NC(=O)Cc2cccs2)c1 | i | 9% | 0% | 10% | 0% | -17% | i | ? | ? | -1% | -2%
COc1cc(Br)cc(/C=N/c2ncn[nH]2)c1O | / | -8%[11.4 µM] | -14%[11.4 µM] | -13%[7.66 µM] | 1% | 1.6µM* | / | / | -11% | -14% | -18%
Nc1nc2n(c1C(=O)c1ccccc1)CCC2 | ? | ? | -2% | 4% | 2% | -1% | i | i | ? | 0% | 3%
O=C1CN(C(=O)COC(=O)COc2ccc3c(c2)CCC3)c2ccccc2N1 | ? | 9% | 7% | 11% | -10% | 42% | i | i | -18% | -4% | -2%
Cc1cnc(C(=O)N2CCN(S(=O)(=O)c3ccc4ccccc4c3)CC2)cn1 | i | 0% | 14% | 19% | 0% | 2% | i | ? | -8% | 0% | -3%

Reprinted at random: two compounds from above, in no set order.
SMILES | Fluorescein autfl | HADH2 inhib | HEK293 cAMP ctrl | USP2a inhib | Luciferase inh | Tau fil binding | Rhodamine autofl | TexasRed autofl | ERK AVP block | Casp1 inh | Casp7 inh
COc1ccc(N2CCN(C(=O)COc3ccccc3)CC2)cc1 | / | -3%[11.4 µM] | 10%[11.4 µM] | 11%[7.66 µM] | 1% | -12%[11.4 µM] | / | / | ? | -1% | 0%
O=C(c1cc2nc3c(c(C(F)(F)F)n2n1)CCc1ccccc1-3)N1CCN2CCCC2C1 (configuration not stated) | i | 12% | 14% | -13% | 2% | 13µM* | i | i | 29% | -4% | -3%

Only part of the results is shown; rates above refer to the full screens.
